Screens deposited in PubChem by Southern Research Specialized Biocontainment Screening Center.
K1F lysis inhibition – protection from phage-mediated lysis, alamar blue read-out – E. coli UTI89, K1F phage, bacterial capsule biogenesis inhibitors (AID 488966) | E. coli UTI89 K1F phage lysis, alamar blue, 2 h; higher % means a stronger effect | one-dose inhibition, % at 100 µM; IC50 in µM for titrated hits | hit rate 0.02% among 340,000;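 active = phage lysis inhibition, versus mean bacterial control, above a set limit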;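 also: capsule biogenesis inhibitors block K1F phage lysis so surviving cells raise fluorescence; higher fluorescence means more inhibition of phage lysis; actives were called in the ten point dose series up to 300 µM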
Active calls of the source: *; [ ] = dose if it differs, or a comment.

SMILES	K1F lysis inhibition
CCN1C[C@@H]2[C@@H]3C(=O)N(C)C(=O)[C@@H]3[C@](C)(C1=O)N2C(=O)c1ccccc1	1.9%
CC1CCC(NC(=O)CSc2nnnn2C)CC1 (stereo not given)	1.5%[50 µM]
O=C(COc1ccc(F)c(Cl)c1)Nc1ccc(N2CCOCC2)cc1	-1.4%
COc1ccc(Cl)cc1NC(=O)CN1C(=O)NC(Cc2c[nH]c3ccccc23)C1=O (stereo not given)	-4.3%
O=C(COC(=O)c1ccco1)Nc1ccc2[nH]c(=O)[nH]c2c1	1.0%[50 µM]
COc1ccc(NC(=O)c2cccc(S(=O)(=O)N3CCCC3)c2)cc1OC	0.7%[50 µM]
CC(C(=O)Nc1ccc(S(=O)(=O)N2CCCC2)cc1)N(C)CC(=O)Nc1cccc(F)c1 (stereo not given)	0.7%[50 µM]
Cc1cccn2c(=O)nc(SCC(=O)Nc3ccc4c(c3)OCCO4)nc12	2.4%[50 µM]
COc1cc(OC)cc(-c2sc3ccc(OC)cc3c2C#CCCO)c1	-1.5%
CCc1noc(C)c1C(=O)N1CCN(S(=O)(=O)c2ccc(Cl)cc2)CC1	1.5%[50 µM]
CCC(C)c1ccccc1N1CC(C(=O)N(C)CC(=O)Nc2cccc(F)c2)CC1=O (stereo not given)	0.6%[50 µM]
Oc1ccc(C[C@H]2CNC(=S)N2CC2CCCN2C[C@H](Cc2ccc(O)cc2)N2C[C@H](Cc3ccccc3)N(CC3CCCCCC3)C2=S)cc1 (stereo not given in full)	0.4%
CCOC(=O)C1=C(COC(=O)/C=C/c2ccc(C)o2)NC(=O)NC1C (stereo not given)	0.2%[50 µM]
C/C(=N\NC(=O)c1cccc(S(=O)(=O)N2CCCC2)c1)c1ccc(C)cc1	1.1%[50 µM]
O=C(CSc1nc2ncc(Cl)cc2[nH]1)N1CCOCC1	0.7%
CC1=NN(c2ccc([N+](=O)[O-])cc2)C(=O)C1	-0.5%
CCOC(=O)N1CCN(C(=O)COC(=O)c2ccc(S(=O)(=O)N(CC)CC)cc2)CC1	1.6%[50 µM]
COc1cc(CN2c3ccccc3C(=O)CS2(=O)=O)cc(OC)c1	0.2%
NC(=O)c1cc(Cl)ccc1OCC(=O)Nc1ccc2c(c1)OCO2	0.1%
COc1ccc(OCCNC(=O)c2cc(C3CC3)nc3c2cnn3C(C)C)cc1	-0.5%[50 µM]
C[C@H](CO)N1C[C@H](C)[C@@H](CN(C)C(=O)Nc2ccccc2)Oc2ccc(NC(=O)NC3CCCCC3)cc2C1=O	1.4%
CC(C)[C@H](NS(=O)(=O)c1cccc(C(F)(F)F)c1)C(=O)OCC(=O)NC(=O)NCc1ccco1	-0.5%[50 µM]
CCN(C(=O)COC(=O)CNC(=O)c1cccc(C)c1)c1c(N)n(Cc2ccccc2)c(=O)[nH]c1=O	1.2%[50 µM]
O=C(Nc1cc(S(=O)(=O)N2CCOCC2)ccc1OCC(F)(F)F)C1=COCCO1	-0.1%[50 µM]
COc1ccc(NC(=O)N(C)C[C@H]2Oc3ccc(NC(=O)C4CC4)cc3CC(=O)N([C@@H](C)CO)C[C@@H]2C)cc1	1.1%

Going on with the list.
SMILES	K1F lysis inhibition
CC(C)n1ncc2c(C(=O)N3CCN(c4ccccc4)CC3)cc(-c3ccccc3)nc21	-0.1%[50 µM]
Cc1ccc(CNC(=O)COC(=O)CCOc2ccc(C)cc2)cc1	-0.1%[50 µM]
Cc1ccc(CNS(=O)(=O)c2cc3c4c(c2)CCN4C(=O)CC3)cc1	0.6%[50 µM]
O=C(/C=C/c1ccccc1O)c1ccccc1	-2.8%
CC(OC(=O)CCN1C(=O)C2CC=CCC2C1=O)C(=O)Nc1ccc(F)cc1 (stereo not given)	-0.1%[50 µM]
CC(=O)c1ccccc1NC(=O)COC(=O)c1cc2ccccc2[nH]1	3.2%[50 µM]
O=C(C=Cc1cccnc1)c1ccccc1	1.1%
Cc1ccc(NC(=S)NNC(=S)Nc2ccc(C)cc2)cc1	0.8%
CN(Cc1ccccc1)C(=O)CSc1nc2c(c(C(F)(F)F)n1)CCc1ccccc1-2	1.4%
C/C(N)=C(/C#N)C(=O)COC(=O)C1CCN(S(=O)(=O)c2cccs2)CC1	3.1%
COc1ccc(C(=O)COC(=O)c2cc([N+](=O)[O-])ccc2N2CCOCC2)c(OC)c1	-1.5%
CCOC(=O)C1=C(C)N(CCC(=O)O)C(=O)NC1c1ccccc1Cl (stereo not given)	2.9%
COc1ccccc1-n1c(SCC(=O)NC2CC2)nc2ccccc2c1=O	1.4%[50 µM]
CN(C(=O)COC(=O)C1CCN(S(=O)(=O)c2c(Cl)cccc2Cl)CC1)C1CCCCC1	0.1%[50 µM]
CS(=O)(=O)c1ccccc1-c1nnc(NC(=O)c2cccc(N3C(=O)CCC3=O)c2)o1	1.0%[50 µM]
CCOc1ncccc1C(=O)OCC(=O)c1ccc(Br)s1	-2.8%
CC(C(=O)N1CCc2ccccc21)N(C)CC(=O)Nc1ccc(F)cc1 (stereo not given)	-0.8%
CSCCC(NC(=O)COc1ccccc1)C(=O)OCCOc1ccc(F)cc1 (stereo not given)	-0.2%[50 µM]
CCN(Cc1nc2ccccc2c(=O)[nH]1)Cc1cc(=O)oc2cc(C)c(C)cc12	0.1%
Cc1c(Cl)cccc1NC(=O)C1CC(=O)N(C2CCCC2)C1 (stereo not given)	-0.1%
COc1ccc(S(=O)(=O)Nc2cccc3c2O[C@H](CN(C)S(=O)(=O)c2cn(C)cn2)[C@@H](C)CN([C@H](C)CO)C3=O)cc1	2.1%
CCOc1ccccc1N=C1SCC(C)N1C(=O)C1CCN(c2ncnc3sc(C)c(C)c23)CC1 (stereo not given)	-0.4%
Cn1nc(C(=O)Nc2ccccc2N2CCOCC2)ccc1=O	0.5%[50 µM]
CC(C)C(NC(=O)c1ccco1)C(=O)OCC(=O)NCCc1ccccc1 (stereo not given)	1.0%[50 µM]
CN(CCC#N)C(=O)COC(=O)c1c2c(nc3ccccc13)/C(=C\c1ccco1)CC2	-0.1%

(more compounds)
SMILES	K1F lysis inhibition
C=CCN(C/C(=N\O)c1sc(C(=O)OCC)nc1C)c1cccc(Br)c1	-0.5%
O=C(NCC1CC1)C1(C(F)(F)F)CC(CCCO)CCCO1 (stereo not given)	1.0%
Nc1ccc2c(c1)[nH]c(=O)c1ccccc12	10.0%
O=C(CN1C(=O)NC2(CCCCCCC2)C1=O)Nc1ccc(Cl)cc1	0.1%[50 µM]
O=C(COC(=O)/C=C/c1cccc(Br)c1)NCc1cccs1	0.8%[50 µM]
CCCCN(CC(=O)NC1CC1)S(=O)(=O)c1ccc(OCC)cc1	0.5%[50 µM]
CN(C)CCNC(=O)c1ccc(CS(=O)(=O)c2ccc(Br)cc2)o1	5.4%
Cn1c(=O)c(=O)n(C)c2cc(S(=O)(=O)N3CCC(N4CCCCC4)CC3)ccc21	0.1%
CC(C)[C@@H]1CN=C(N)N1C[C@@H]1CCCN1C[C@H](C)N1C[C@@H](Cc2ccccc2)N(CCc2ccc(Cl)c(Cl)c2)C1=N	3.8%
COc1cccc(COC(=O)Cc2ccc(S(=O)(=O)N3CCOCC3)s2)c1OC	0.3%[50 µM]
CC1(C)C[C@H](O)[C@]2(CO)CC[C@]3(C)C(=CCC4[C@@]5(C)CC[C@H](O)C(C)(C)C5CC[C@]43C)[C@@H]2C1 (stereo not given in full)	1.6%
CC(C)CC(CO)N1CCN(C(=O)c2cccc(Cl)c2)CCC1=O (stereo not given)	-0.2%
CC[C@]1(C(=O)OC)[C@H]2C(=O)N(C)C(=O)[C@H]2[C@H]2CN=C(SCc3ccc(Cl)cc3)N21	0.2%
Cc1c(NS(=O)(=O)c2cc(C(=O)N(C)Cc3ccccc3)ccc2Cl)c(=O)n(-c2ccccc2)n1C	1.4%
O=S(=O)(NCC1(N2CCOCC2)CCCCC1)c1ccc(F)c(F)c1F	0.6%[50 µM]
O=C(Nc1cccc(C(=O)Nc2ccccc2C(=O)O)c1)c1cccc(Cl)c1	0.3%
Cc1ccc(/C=C/S(=O)(=O)NCCC(=O)NCc2ccccc2F)cc1	1.8%
Cc1noc(C)c1S(=O)(=O)N(C)C[C@H]1Oc2ccc(NS(=O)(=O)c3ccc(F)cc3)cc2C(=O)N([C@H](C)CO)C[C@@H]1C	0.1%
CN(c1ccccc1)S(=O)(=O)c1ccc2c(c1)OCCO2	0.7%[50 µM]
CC1(C)NC(=O)N(CC(=O)N2CCN(c3cccc(Cl)c3)CC2)C1=O	0.3%[50 µM]
CC(=O)OCC1OC(COC(C)=O)(c2ccc(C)cc2)C(OC(C)=O)C1OC(C)=O (stereo not given)	3.4%
COC(=O)[C@]1(CC(C)C)N[C@H](c2ccc(-c3ccc(Cl)c(Cl)c3)cc2)[C@@H]2C(=O)N(C)C(=O)[C@@H]21	1.3%
COc1ccc(CN2[C@@H](CC(C)=O)c3cc(C(F)(F)F)ccc3S2(=O)=O)cc1	0.0%
Cc1ccc(C)c(OCC(=O)N(Cc2ccccc2)c2c(N)n(Cc3ccccc3)c(=O)[nH]c2=O)c1	0.2%[50 µM]
CN(C(=O)c1cccc(NC(=O)Cc2cccc(NC(=O)C3CCN(C(=O)c4ccccc4)CC3)c2)c1)C1CC1	0.0%

Other structures follow:
SMILES	K1F lysis inhibition
O=C1N[C@@H](Cc2ccccc2)COC(=O)[C@H](Cc2ccc(F)cc2)C/C=C\C[C@@H]1CC(=O)N(CCO)Cc1ccccc1	2.1%
Cc1cccc(NC(=O)c2nc[nH]c2C(=O)NCCCCNC(=O)c2[nH]cnc2C(=O)Nc2cccc(C)c2)c1	2.2%
O=C(Nc1ccccc1)c1cc2ccccc2s1	-2.9%
COc1cccc(CC(=O)OCc2csc(CC(=O)Nc3ccccc3C)n2)c1	0.3%[50 µM]
COc1ccc(NS(=O)(=O)c2cccc(C(=O)NCc3ccccn3)c2)cc1	0.8%[50 µM]
CC(Oc1ccccc1)C(=O)Nc1nc(-c2ccccn2)cs1 (stereo not given)	1.3%[50 µM]
CCN(CC)C(=O)c1cccc(NC(=O)c2ccc3c(=O)n4c(nc3c2)CCC4)c1	1.0%[50 µM]
CC(Sc1nnnn1C)C(=O)Nc1ncc(Cl)cc1Cl (stereo not given)	1.5%[50 µM]
O=C(COC(=O)c1ccc(OC(F)F)cc1)NCCC1=CCCCC1	0.5%[50 µM]
CCCN(C(=O)CCOc1ccc(C(C)(C)C)cc1)c1c(N)n(Cc2ccccc2)c(=O)[nH]c1=O	1.9%[50 µM]
c1nc(N2CCOCC2)c2[nH]cnc2n1	1.6%
Cc1ccc2c(c1)C1C=CCC1C(C(=O)NCCCN1CCOCC1)N2 (stereo not given)	0.8%
OC[C@@H]1[C@@H](c2ccc(F)cc2)C(c2ccccc2)=NN1c1ccccc1	0.3%
CN(C)c1ccc(C=NN2CCCCCC2)cc1	0.2%
CC/C(=N/N=C(/CC)c1ccc(O)cc1)c1ccc(O)cc1	0.1%
Cn1cncc1C#Cc1c(C=O)n(C)c2ccccc12	-0.8%
COc1ccc(CN2CCC3CC2c2cc(-c4cccc(C)c4)ccc23)cc1 (stereo not given)	0.3%
O=C(NNC(=O)c1ccc(Cl)c(S(=O)(=O)Nc2ccc(Cl)cc2)c1)c1ccc(=O)[nH]c1	0.6%[50 µM]
O=C(O)c1cccc2c1-c1ccc(Cl)cc1C2=O	-1.6%
COCCN(C(=O)COC(=O)c1ccc2[nH]c(C)c(C)c2c1)c1c(N)n(Cc2ccccc2)c(=O)[nH]c1=O	0.2%[50 µM]
Cn1cccc1C(=O)OCC(=O)N1CCc2ccccc21	-0.1%
CCN1C[C@@H]2[C@@H]3C(=O)N(C)C(=O)[C@@H]3[C@](C)(C1=O)N2C(=O)c1ccc(Br)cc1	2.9%
Cc1ccc(S(=O)(=O)c2ccsc2NC(=O)c2ccccc2)cc1	1.6%
CCOC(=O)C(Cc1ccc(NC(C)=O)cc1)N1C(=O)c2ccccc2C1=O (stereo not given)	0.6%[50 µM]
CCCCN(C(=O)CN1C(=O)C2CCCCC2C1=O)c1c(N)n(Cc2ccccc2)c(=O)[nH]c1=O (stereo not given)	1.4%[50 µM]
CN(CC(=O)Nc1ccc(F)cc1[N+](=O)[O-])C1CCS(=O)(=O)C1 (stereo not given)	0.8%[50 µM]
CCOC(=O)c1ccc(/[N+]([O-])=C/c2ccccc2)cc1	-0.7%
Cc1ccc(NC(=O)c2ncn(CCCNCC3CCCO3)n2)cc1C (stereo not given)	0.3%
CCOc1ccc(C(=O)COC(=O)c2c(-c3ccccc3)noc2C)cc1	0.5%[50 µM]
CCOc1ccc2c(S(=O)(=O)O)cccc2c1[N+](=O)[O-]	1.4%

Molecules shown so far with an NH in an aromatic ring, in the order listed:
SMILES	K1F lysis inhibition
COc1ccc(Cl)cc1NC(=O)CN1C(=O)NC(Cc2c[nH]c3ccccc23)C1=O (stereo not given)	-4.3%
O=C(COC(=O)c1ccco1)Nc1ccc2[nH]c(=O)[nH]c2c1	1.0%[50 µM]
O=C(CSc1nc2ncc(Cl)cc2[nH]1)N1CCOCC1	0.7%
CCN(C(=O)COC(=O)CNC(=O)c1cccc(C)c1)c1c(N)n(Cc2ccccc2)c(=O)[nH]c1=O	1.2%[50 µM]
CC(=O)c1ccccc1NC(=O)COC(=O)c1cc2ccccc2[nH]1	3.2%[50 µM]
CCN(Cc1nc2ccccc2c(=O)[nH]1)Cc1cc(=O)oc2cc(C)c(C)cc12	0.1%
Nc1ccc2c(c1)[nH]c(=O)c1ccccc12	10.0%
Cc1ccc(C)c(OCC(=O)N(Cc2ccccc2)c2c(N)n(Cc3ccccc3)c(=O)[nH]c2=O)c1	0.2%[50 µM]
Cc1cccc(NC(=O)c2nc[nH]c2C(=O)NCCCCNC(=O)c2[nH]cnc2C(=O)Nc2cccc(C)c2)c1	2.2%
CCCN(C(=O)CCOc1ccc(C(C)(C)C)cc1)c1c(N)n(Cc2ccccc2)c(=O)[nH]c1=O	1.9%[50 µM]
c1nc(N2CCOCC2)c2[nH]cnc2n1	1.6%
O=C(NNC(=O)c1ccc(Cl)c(S(=O)(=O)Nc2ccc(Cl)cc2)c1)c1ccc(=O)[nH]c1	0.6%[50 µM]
COCCN(C(=O)COC(=O)c1ccc2[nH]c(C)c(C)c2c1)c1c(N)n(Cc2ccccc2)c(=O)[nH]c1=O	0.2%[50 µM]
CCCCN(C(=O)CN1C(=O)C2CCCCC2C1=O)c1c(N)n(Cc2ccccc2)c(=O)[nH]c1=O (stereo not given)	1.4%[50 µM]

An excerpt. The share of hits here may be higher or lower than overall.
